Assay outcomes from PubChem BioAssay.
HBB splice mod: alters splicing of the hemoglobin beta chain. AID 925. 65,000 compounds, 0.06% hits. HBB splicing reporter cell assay, activation; EGFP reporter with mutant IVS2-654 intron; response scale: normalised to 500 nM splice-correcting PNA. Potency, µM (series often up to 46.1 µM), without a hit: at the highest dose activation, hits mostly activators; also: potency is read from the fitted curve at half-maximal effect; 0% is about no effect
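Compounds were applied for 2 days to HeLa EGFP-654 cells, 500/well in Optimem with 2% FCS. The reporter's EGFP is disrupted by mis-splicing of beta-globin intron IVS2-654. Readout: summed well GFP fluorescence from 488 nm laser scanning; reference was 500 nM antisense […] 654 PNA.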
ERK AVP block: blocks ERK signaling stimulated by vasopressin | 72,000 compounds, 0.99% hits | Potency, µM (top dose mostly 57.5 µM), for inactives: at the highest dose activity, negative = inhibition, hits mostly inhibitors | AID 995 | HEK293-V1b, vasopressin-stimulated pERK AlphaScreen; also: potency is read from the fitted curve at half-maximal effect; % is scaled to controls: 0 for no effect and ±100 for the full control effect; nearly all actives have a fitted effect of over 55% in size
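qHTS, compounds titrated on V1b-expressing HEK293 cells. Preincubation 30 min at 37C, vasopressin 25 nM for 5 min, lysis 10 min, bead incubation 5 hr at room temperature.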
Ub-GFP proteasome: ubiquitin-GFP accumulation via proteasome inhibition. Ubiquitin-GFP reporter cells, proteasome inhibition, GFP fluorescence; response scale: untreated = 0%, 10 µM MG-132 = 100%. Potency, µM (highest dose often 45.9 µM), for the others: top-dose activation (GFP accumulation), most hits filed as activators. 67,000 tested, under 10 active. AID 526; active = well fitted activation curve with a large enough effect, not every such curve was filed as active; inconclusive = small, poorly fitted or top-dose-only effect, or another doubt; inactive = no such curve, though single readings can be large or run the other way; also: potency is read from the fitted curve at half-maximal effect
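U2OS cells stably expressing ubiquitin(G76V)-GFP, seeded overnight in 0.5% FBS medium, were exposed to compounds (qHTS, 46 uM to 2.9 nM) for 4 hr at 37 °C. GFP-positive cells were counted by laser cytometry (488 ex/515 em), normalized between basal and 10 uM MG-132.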
CRE-bla Fsk: modulators of forskolin-stimulated CRE signaling in CHO cells | CHO CRE-bla reporter (cAMP response element driving beta-lactamase), forskolin EC10, beta-lactamase ratio | Potency, µM (series often up to 38.2 µM), for the others: at the top dose activity change, negative = inhibition, hits mostly activators | 71,000 compounds, 2.5% hits; active = well fitted activation curve with a large enough effect in the signal ratio, with a control signal flat, not every such curve was filed as active; inconclusive = small, poorly fitted or top-dose-only effect, or effect the other way, or a change in a side signal; the % refers to the signal ratio; also: potency is read from the fitted curve at half-maximal effect; % of control where 0% means no effect
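Modulation of forskolin signalling: compounds in titration series added with EC10 NKH 477 to CHO cells carrying a CRE-driven beta-lactamase reporter, 3 h, 37C. CCF4 FRET ratio (460/530 nm, ex 405 nm) gives %activity and AC50.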
DNA Pol III inh: DNA polymerase III holoenzyme inhibition; reconstituted DNA polymerase III holoenzyme replication, biochemical; Potency, µM (series often up to 57.1 µM), for inactives: at the top dose activity change, negative = inhibition; 71,000 compounds, 0.25% hits; AID 603; also: potency is read from the fitted curve at half-maximal effect; % is scaled to controls: 0 for no effect and ±100 for the full control effect
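Reconstituted *E. coli* holoenzyme (0.35 nM Pol III, 1 nM beta, 154 nM SSB, 2 nM primase) was preincubated with compound for 15 min at RT. Synthesis on 1.4 nM ssM13Gori ran 35 min, then was stopped with PicoGreen/EDTA and read as dsDNA fluorescence.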
Epigenetic mod: derepresses silenced GFP locus in mouse C127i cells; 68,000 compounds, 0.09% hits; mouse C127i GFP locus derepression, cytometry, 30 h; Potency, µM (top dose mostly 46.1 µM), for inactives: at the highest dose GFP derepression (activation); AID 597; also: % of control where 0% means no effect
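Read-out is the number of GFP-positive cells, scored as fluorescent objects 20 to 120 um wide, reflecting derepression of a silenced CMV-GFP reporter in murine C127i cells after 30 h compound exposure at 37 C.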
Tau filament bind: tau filament binding. P10636. recombinant tau filaments, thioflavin S fluorescence, 15 h; filaments grown with octadecylsulfate alongside compound. Potency, µM (titrated, usually from 57.1 µM), for the others: at the top dose activity change, negative = inhibition. 71,000 compounds, 2% hits. AID 596;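 also: potency is read from the fitted curve at half-maximal effect; % is scaled to controls: 0 for no effect and ±100 for the full control effect; actives lower thioflavin S fluorescence by blocking filaments or displacing dye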
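Recombinant tau protein (human, 1 uM final) plus 30 uM ODS in HEPES pH 7.4 with NaCl, DTT and thioflavine S. Compound present from the start; fluorescence at 510 nm after 15 h, 37 C.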
15-hLO inh: 15-hLO (ALOX15) enzyme inhibition. P16050. purified 15hLO-1, xylenol orange hydroperoxide absorbance. Potency, µM (series often up to 57.1 µM), without a hit: at the top dose activity change, negative = inhibition, most hits filed as inhibitors. 74,000 compounds, 1.4% hits. AID 887; also: potency is read from the fitted curve at half-maximal effect; % is scaled to controls: 0 for no effect and ±100 for the full control effect; nearly all actives have a fitted effect of over 55% in size
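Inhibition is scored from a chromogenic endpoint. After 15 min enzyme-compound contact, arachidonic acid (50 uM final) reacts 6 min with 40 nM 15hLO-1 at room temperature, then Fe-XO reagent is added for 30 min and absorbance ratio recorded.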
Hsp90 Hop PPI: changes Hsp90-Hop TPR2A binding signal, up or down | Potency, µM (top dose mostly 57 µM), inactives show top-dose activity change, negative = inhibition | AlphaScreen TPR2A-His6 binding biotin-Hsp90 C-terminal peptide | 71,000 compounds, 0.44% hits | AID 595; active = well fitted curve in either direction with a large enough effect; inconclusive = small, poorly fitted or top-dose-only effect, or another doubt; also: potency is read from the fitted curve at half-maximal effect; % is scaled to controls: 0 for no effect and ±100 for the full control effect; many of its hits are not listed in these tables
HADH2 inhib: inhibitors of human HADH2 dehydrogenase; Q99714; recombinant HADH2, NADH fluorescence, beta-hydroxybutyryl-CoA; Potency, µM (titrated, usually from 57.1 µM), for inactives: top-dose activity change, negative = inhibition, usual class: inhibitors; 73,000 compounds, 3.4% hits; also: potency is read from the fitted curve at half-maximal effect; % is scaled to controls: 0 for no effect and ±100 for the full control effect; nearly all actives have a fitted effect of over 60% in size; many of its hits are not listed in these tables
Target sequence (Q99714 whole entry, looked up, one chain of several): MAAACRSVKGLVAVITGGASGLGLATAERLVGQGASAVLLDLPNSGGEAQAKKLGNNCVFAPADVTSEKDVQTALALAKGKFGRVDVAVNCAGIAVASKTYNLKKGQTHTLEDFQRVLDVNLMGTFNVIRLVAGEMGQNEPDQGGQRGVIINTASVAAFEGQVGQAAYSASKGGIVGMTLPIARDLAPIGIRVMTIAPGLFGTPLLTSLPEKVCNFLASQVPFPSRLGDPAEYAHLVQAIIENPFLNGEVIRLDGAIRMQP
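Buffer 100 mM Tris-HCl pH 9.0/0.01% Tween-20; HADH2 20 nM; NAD+ 1 mM; beta-hydroxybutyryl-CoA 90 uM (all final). 15 min cpd preincubation, RT.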
FLuc inh: firefly luciferase inhibition; P08659; purified firefly luciferase, luminescence, 8 min; Potency, µM (doses to about 57.1 µM), for inactives: at the top dose activity change, negative = inhibition, most hits filed as inhibitors; 72,000 compounds, 2.2% hits; AID 411; also: potency is read from the fitted curve at half-maximal effect; % is scaled to controls: 0 for no effect and ±100 for the full control effect; nearly all actives have a fitted effect of over 40% in size
Target sequence (P08659 whole entry, looked up): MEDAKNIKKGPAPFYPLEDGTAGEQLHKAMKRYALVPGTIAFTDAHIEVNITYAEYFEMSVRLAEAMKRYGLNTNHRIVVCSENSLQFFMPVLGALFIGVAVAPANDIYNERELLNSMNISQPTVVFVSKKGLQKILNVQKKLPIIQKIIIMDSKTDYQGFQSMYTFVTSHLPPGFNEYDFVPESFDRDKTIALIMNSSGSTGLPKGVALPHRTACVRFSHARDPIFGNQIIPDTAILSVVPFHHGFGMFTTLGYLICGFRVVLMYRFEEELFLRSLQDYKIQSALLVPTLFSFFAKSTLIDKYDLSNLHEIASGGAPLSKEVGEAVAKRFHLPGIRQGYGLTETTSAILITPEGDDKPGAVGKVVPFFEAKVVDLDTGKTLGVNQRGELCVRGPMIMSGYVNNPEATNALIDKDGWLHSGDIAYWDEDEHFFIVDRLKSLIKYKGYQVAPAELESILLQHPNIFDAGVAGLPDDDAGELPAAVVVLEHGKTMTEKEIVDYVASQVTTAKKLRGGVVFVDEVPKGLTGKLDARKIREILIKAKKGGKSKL
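Substrate buffer containing 10 uM ATP (pH 7.2 imidazole, Mg2+, KCl, detergent, BSA) is dispensed, compound pinned in, then luciferase/luciferin detector mix added. After 8 min at ambient temperature, light output is measured.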
Starred values were filed as active, the others as inactive; ? = inconclusive; · = no result given; [ ] = another dose, or the depositor's remark. Unless noted, calls follow the shape of the dose curve; as a rule, active = well fitted curve in the direction sought with a large enough effect; inconclusive = small, poorly fitted or top-dose-only effect, or another doubt; inactive = no such curve, though single readings can be large; an effect the other way counts as inactive or inconclusive. A portion of the library (hit frequency here may not be typical).

SMILES	HBB splice mod	ERK AVP block	Ub-GFP proteasome	CRE-bla Fsk	DNA Pol III inh	Epigenetic mod	Tau filament bind	15-hLO inh	Hsp90 Hop PPI	HADH2 inhib	FLuc inh
CCc1nc2ccccc2c(C(=O)OCC(=O)NCCCN2CCCC2=O)c1C	-0.1%[57.5 µM]	-3%	1%	?	-2%	-3%	8%	9%	-2%	24%	-2%
CN(C)Cc1ccccc1-c1nccc(N(C)Cc2ccco2)n1	-0.2%	2%	-5%	6%	-5%	-3%[9.22 µM]	46%	21%	-5%	6%	-2%[2.29 µM]
O=C(NC1CCCCC1)c1ccc(Br)o1	0.8%	-13%	-3%	7%	2%	5%	7%	-11%	4%	6%	-3%
CCC(C)NC(=O)Cn1cccc1C(=O)c1ccccc1 (centres undefined)	-1.1%	-15%	-7%	?	-2%	1%	-3%	-16%	2%	-5%	0%
CN(C)S(=O)(=O)c1ccc(C(=O)Nc2ccccc2OC(F)(F)C(F)F)cc1	1.3%	?	3%	4%	-1%	0%	-6%	5%	-1%	-13%	5%
CCOC(=O)N1CCN(c2nc(-c3ccco3)cc(C(F)(F)F)n2)CC1	-0.2%	-1%	-4%	-3%	9%	18%	?	?	-5%	-5%	-1%
CCCn1c(SCC(=O)c2ccc3c(c2)OCCO3)nc2c1c(=O)n(C)c(=O)n2C	0.1%[57.5 µM]	-18%	-3%	1%	1%	-1%	-4%	4%	0%	-7%	1%
Cc1ccccc1NC(=O)CSc1nc(Nc2ccccc2)nc(N2CCOCC2)n1	1.8%	-12%	-3%	-6%	-7%	0%	3%	?	-5%	-9%	0%
O=C(CCS(=O)NCc1ccccc1)NCc1ccccc1 (centres undefined)	-0.5%	4%	-6%	-12%	-1%	0%	-1%	3%	-8%	-24%	0%
Cc1cc(C)n2nc(S(=O)(=O)NCCc3ccccc3)nc2n1	0.9%	-5%	21%	-1%	-3%	·	20%	0%	-4%[2.3 µM]	9%	-1%
Cc1ccc(NC(=O)N(C2=NCC(C)S2)c2ccccc2)cc1 (centres undefined)	-0.3%	-5%	3%	10%	-4%	-3%	11%	-5%	-5%	-4%	-23%
COc1ccc(S(=O)(=O)Nc2ccc3c(c2)OCCO3)cc1Cl	0.0%	-11%	-5%	-2%	1%	2%	-10%	-9%	1%	-8%	-1%
CCc1c(C#N)c(N)nc(SCC(=O)OCc2ccccc2)c1C#N	-0.1%[0.0738 µM]	32µM*	6%[9.17 µM]	?	1%[11.4 µM]	2%	25%[11.4 µM]	2%[11.4 µM]	2%[11 µM]	-1%[11.4 µM]	-2%
COc1ccc(S(=O)(=O)NCc2ccco2)cc1-c1nnc2c3ccccc3c(C)nn12	5.5%	?	8%	5µM*	-10%	3%	9%	-1%	-9%	9%	4%
COC(=O)CSc1nnc([C@H](Cc2ccccc2)NC(=O)OC(C)(C)C)o1	1.8%[0.369 µM]	0%	-3%	3%	-2%	0%	-9%	6%	-3%	6%	6%
COc1ccc(NC(=O)C2CCCN(c3c4c(nc5ncnn35)CCC4)C2)cc1OC (centres undefined)	·	-17%	3%	?	-4%	-4%	2%	2%	-4%	11%	3%
O=S(=O)(/N=C/c1ccccc1O)c1cccs1	-0.1%[57.5 µM]	19%	0%	-5%	-5%	4%	12%	8%	-1%	-9%	-6%
COC(=O)C1=C(CN2CCCc3ccccc32)NC(=O)NC1c1ccc(F)cc1 (centres undefined)	0.4%	-25%	-2%	?	-4%	-1%	-8%	?	-16%	-7%	?
CCOc1ccc(-c2cc(CCCC(=O)NCCc3ccc(OC)c(OC)c3OC)no2)cc1	-3.3%	17%	6%	8%	0%	0%	38%	5%	-6%	15%	-11%
O=C(Nc1cnc2ccccc2c1)N1CCCCC1	-0.8%	-4%	13%	0%	7%	1%	-8%	0%	-4%	?	10µM*
Cc1nc(SCC(=O)Nc2c(C)n(C)n(-c3ccccc3)c2=O)n[nH]1	·	2%	1%	-3%	-2%	0%	2%	11%	4%	-4%	1%
CC(=O)C1=C(O)C(=O)N(Cc2ccco2)C1c1ccc(F)cc1 (centres undefined)	1.8%	0%	-5%	-13%	-1%	0%	-1%	7%	3%	?	5%
Cn1c(=O)c2ncn(CC(=O)Nc3ccc4c5c(cccc35)CC4)c2n(C)c1=O	2.6%	-10%	-4%	9%	-5%	3%	13µM*	-8%	-9%	?	-3%
CC(=O)OCCCCON1C(=O)c2ccccc2C1=O	0.8%	14%	-13%	0%	-2%	3%	12%	20%	3%	-2%	2%
Cc1ccc(-c2nc(CS(=O)(=O)CC(=O)NC3CCCCC3C)c(C)o2)cc1 (centres undefined)	0.1%	-15%	0%	19%	-2%	-3%	194%	12%	-4%	5%	1%
O=S(=O)(c1cccc(F)c1)N1CCN(Cc2ccc3c(c2)OCO3)CC1	-2.3%	47%[activator]	-1%	?	-1%	1%	0%	6%	7%	0%	0%
COc1ccc([C@@H]2OC[C@]3(COC(C)=O)[C@H](C)C=C(C)[C@@H]2[C@H]3C)cc1	·	·	-1%	-6%	-4%	0%[9.22 µM]	?	·	?	-8%	3%[11.4 µM]
Cc1cc(C)c(NC(=O)CCCOC(=O)C2=COCCO2)c(C)c1	3.0%	7%	-10%	-16%	0%	0%	1%	12%	-1%	9%	3%
CN1/C(=C\C(=O)COC(=O)C2COc3ccccc3O2)C(C)(C)c2ccccc21 (centres undefined)	-0.8%	-2%	-10%	?	2%	2%	-3%	-13%	12%	-9%	1%
O=C(c1ccccc1CCc1ccccc1)N1CCOCC1	1.8%	-11%	-2%	-2%	-4%	0%	1%	3%	-3%	0%	0%
Cc1cccc(NC(=O)CCNS(=O)(=O)c2cccc3nsnc23)c1	0.8%	10%	7%	-9%	-6%	6%	-2%	6%	-3%	-5%	2%
Cc1ccc(-c2nnn(CC(=O)N(Cc3cccs3)C(C(=O)NC(C)(C)C)c3ccco3)n2)o1 (centres undefined)	0.7%	-24%	2%	?	-3%	0%	23%	-11%	-3%	8%	-1%
CC(C)(Oc1ccc(Cl)cc1)C(=O)OCC(=O)N1CCCC1	0.1%[57.5 µM]	0%	2%	0%	-6%	2%	-15%	9%	-3%	2%	2%
CN(Cc1ccccc1)C(=O)c1ccccc1NC(=O)c1ccco1	-0.1%	-21%	0%	0%	0%	0%	-1%	-3%	-4%	2%	-1%
OC(COc1ccc2c(c1)OCO2)CN1CCc2ccccc2C1 (centres undefined)	0.2%	-16%	-3%	?	0%	0%	-7%	-2%	-1%	-6%	6%
O=C(O)C12CC3CC(C1)CC(n1cnc(Cl)n1)(C3)C2	2.0%	24%	-10%	0%	-1%	-3%	4%	-1%	7%	1%	1%
CS(=O)(=O)Cc1nc2ccccc2oc1=O	·	12%	5%	-7%	-2%	20%	-1%	?	-2%	-2%	2%
CC1(C)CC(N2CCN(c3ccccc3)CC2)=CC(=[N+]2CCCC2)C1	-0.1%[57.5 µM]	-10%	-2%	-4%	-6%	8%	10%	4%	-2%	-22%	1%
COc1ccc2[nH]cc(CCNc3cc(-c4cccnc4)ncn3)c2c1	-0.3%	-14%	-5%	?	-3%	-3%[9.22 µM]	-18%	20µM*	-16%	?	-1%[2.29 µM]
Cc1cc(C)nc(SCc2nnc(SCC(=O)N3CCCc4ccccc43)n2C)n1	1.3%	-1%	-1%	6%	4%	-4%	?	17%	1%	-7%	1%
Cc1cc(C(=O)NCCC2=CCCCC2)no1	5.8%	10%	6%	-9%	1%	3%	0%	2%	-1%	-2%	-6%
CCC(CCC(=O)Nc1ccn(-c2ccccc2)n1)C(=O)O (centres undefined)	·	19%	-2%	1%	-3%	-1%	-16%	-6%	-2%	-5%	2%

2 entries from above in another layout:
Order of results – HBB splice mod, ERK AVP block, Ub-GFP proteasome, CRE-bla Fsk, DNA Pol III inh, Epigenetic mod, Tau filament bind, 15-hLO inh, Hsp90 Hop PPI, HADH2 inhib, FLuc inh
- CS(=O)(=O)Cc1nc2ccccc2oc1=O
 : ·, 12%, 5%, -7%, -2%, 20%, -1%, ?, -2%, -2%, 2%
- CC1(C)CC(N2CCN(c3ccccc3)CC2)=CC(=[N+]2CCCC2)C1
 : -0.1%[57.5 µM], -10%, -2%, -4%, -6%, 8%, 10%, 4%, -2%, -22%, 1%
